# Assay outcomes as filed in PubChem.
# ROC1-CUL1 inh – human ROC1-CUL1 E3 ligase inhibition. in vitro K48 di-Ub FRET, acceptor:donor ratio, 45 min. inhibition, % at 10 µM. hit rate 0.6% among 140,000. AID 1347404; in the data active = inhibition above about 25%
# Target sequence (P62877 whole entry, looked up): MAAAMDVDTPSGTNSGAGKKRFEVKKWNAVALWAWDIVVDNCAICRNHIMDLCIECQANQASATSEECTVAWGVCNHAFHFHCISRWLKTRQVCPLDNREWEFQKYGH
# Target sequence (Q13616 whole entry, looked up): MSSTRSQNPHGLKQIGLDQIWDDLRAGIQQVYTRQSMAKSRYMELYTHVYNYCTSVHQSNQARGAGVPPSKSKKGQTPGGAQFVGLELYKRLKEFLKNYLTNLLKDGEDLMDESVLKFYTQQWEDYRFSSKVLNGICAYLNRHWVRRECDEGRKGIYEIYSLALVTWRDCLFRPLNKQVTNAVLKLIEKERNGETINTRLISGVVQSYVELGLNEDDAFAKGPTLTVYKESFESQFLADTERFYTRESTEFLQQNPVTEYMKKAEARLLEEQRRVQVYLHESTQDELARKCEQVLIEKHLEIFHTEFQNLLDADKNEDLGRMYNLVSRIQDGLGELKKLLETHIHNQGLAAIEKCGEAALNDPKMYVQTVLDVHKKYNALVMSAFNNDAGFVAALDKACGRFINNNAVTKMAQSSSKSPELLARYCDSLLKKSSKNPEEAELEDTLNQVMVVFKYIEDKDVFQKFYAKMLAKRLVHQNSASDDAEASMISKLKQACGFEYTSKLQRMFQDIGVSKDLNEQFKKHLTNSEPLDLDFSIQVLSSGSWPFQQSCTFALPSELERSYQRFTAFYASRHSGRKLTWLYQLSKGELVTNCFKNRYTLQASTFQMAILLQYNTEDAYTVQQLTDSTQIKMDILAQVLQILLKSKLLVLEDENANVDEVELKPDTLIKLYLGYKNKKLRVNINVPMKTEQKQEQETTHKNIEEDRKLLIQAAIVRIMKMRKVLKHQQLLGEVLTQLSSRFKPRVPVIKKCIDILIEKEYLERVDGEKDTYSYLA
# An asterisk follows results filed as active; & = joins results of further samples.
SMILES,ROC1-CUL1 inh
COc1ccc(C(=O)Nc2cc(C(C)C)c(O)c(S(=O)(=O)c3ccc(OC)cc3)c2C)cc1,-16&6
CCOC(=O)c1c(C)oc2cc(CN3CCOCC3)c(O)c(OC)c12,-1
O=C(N/N=C/c1c(F)cccc1Cl)C1CC(=O)N(c2ccccc2)C1 (stereo unspecified),-6
COc1ccc([C@@H]2C[C@H]3CN(C4CCCC4)C(=O)[C@]34CCCN24)cc1OC,-5
CCCCCCCCCCCCOc1ccc(C#N)c2ccccc12,-10
Cc1c(Cl)cccc1NC(=O)c1cc2sccc2n1Cc1ccc(F)cc1,-4
O=C(CSc1nc2ccccc2s1)Nc1ccc(-c2nc3cc(NC(=O)CSc4nc5ccccc5s4)ccc3o2)cc1,-5
CCN(C(=O)c1oc2cc(C)c(C)cc2c1C)c1ccccc1,-4
CC1(C)CC(=O)C2=C(C1)NC(=O)CC2c1cccc(C(F)(F)F)c1 (stereo unspecified),7
COC(=O)c1c(NC(=O)COc2ccc(Cl)cc2)sc(C)c1C,4
COc1ccccc1NC(=O)/C(C#N)=C/c1ccoc1,11
O=C1C2CC3C(=O)C4CC1C1C2C3C41 (stereo unspecified),6
CCc1cccc(C)c1NC(=O)CSc1nc2scc(-c3ccc(OC)cc3)c2c(=O)n1-c1ccccc1,-4
c1cncc(CCNc2nc3nonc3nc2N2CCOCC2)c1,5
O=C(O)CC(NS(=O)(=O)c1ccc(Cl)s1)c1ccccc1 (stereo unspecified),10
Cc1cc(C(=O)CSc2n[nH]c(N)n2)c(C)n1-c1cc(Cl)ccc1Cl,7
CCC(CC)N1CCCC1C(=O)Nc1ccccc1Oc1cccnc1 (stereo unspecified),4
O=C1CC(=C(c2ccccc2)c2ccccc2)C(=O)N1CCCCN1CCN(c2ccc(F)cc2)CC1,0
O=C(Nc1ccccc1)c1cc2ccccc2c(=O)s1,-9
O=C(Nc1nc2n(n1)C(c1ccc(F)cc1)CC(c1ccc(Cl)cc1)=N2)c1ccc([N+](=O)[O-])cc1 (stereo unspecified),3
CCSc1ccc(C(=O)N2CCCC2c2ccc(C(N)=O)s2)s1 (stereo unspecified),-10
O=C(COc1cc(-c2ccccc2)nc(N2CCC3(CC2)OCCO3)n1)c1ccc(Cl)cc1,0
Cc1cn(C(=O)c2ccccc2)c(=S)n1-c1ccc(Br)cc1,-4
CC(C)(C)CC(=O)NCCC1=CCCCC1,1
COC(=O)c1cc(CNC(=O)C2(c3ccccc3)CCCCC2)cc(NC(=O)c2cc(C)nn2C)c1,22
# Going on with the list.
SMILES,ROC1-CUL1 inh
Nc1nc(NCc2ccccc2F)nn1-c1ccccc1,3
O=[N+]([O-])c1cnccc1Sc1ccccn1,-8
NC1(C(Cl)(Cl)Cl)Oc2ccc(Cl)cc2O1 (stereo unspecified),-7
Clc1ccc2nc(-c3ccc(Br)o3)c(Nc3ccc4c(c3)OCCO4)n2c1,8
COc1ccc(-c2nc(CN3CCCCC3CO)c(C)o2)c(C)c1C (stereo unspecified),7
O=S(=O)(Nc1ccc2nc(-c3cccc(Cl)c3)oc2c1)c1ccccc1,2
Cc1cc(C)c(NC(=O)c2cncc(Br)c2)c(C)c1,1
CCOc1ccccc1N1CC(c2nc3ccccc3n2Cc2c(C)cc(C)cc2C)CC1=O (stereo unspecified),3
CCCCn1c(C)c(CC(=O)NCC(F)(F)F)c2c1CCCC2=O,-5
CC1=NN(c2ccccc2)C(=O)C(c2ccccc2)(c2ccccc2)O1,-12
O=C1CC(=O)c2sc3nc(-c4ccccc4)ccc3c2N1,1
Cc1c(Cl)cccc1N(CC(=O)Nc1ccccc1C(=O)O)S(C)(=O)=O,2
CCOC(=O)C1=NN(C(C)=O)C2C(=O)N(c3cc(Cl)cc(Cl)c3)C(=O)C12 (stereo unspecified),6
CCOC(=O)c1c(NC(C)=O)sc(/C(C)=N/O)c1-c1ccccc1,1
COc1cc(N=C2NC(=O)/C(=C/c3cccs3)S2)c(C(=O)O)cc1OC,-5
Cc1nnc(NC(=O)CSc2nccn2Cc2ccccc2)s1,0
COc1ccc(N=C2CCS(=O)(=O)C2)cc1,-2
O=C(CSc1nc2sc3c(c2c(=O)n1-c1ccccc1)CCC3)NCCc1ccc2c(c1)OCCO2,0
CCN(CC)c1ccc(/C=N/NC(=O)C2CC2c2ccccc2)c(O)c1 (stereo unspecified),0
Cc1cccc(C(=O)Nc2nc3cc(C)c(C)cc3s2)c1,8
Cc1ccc(-c2nc3ncccc3o2)cc1NC(=O)c1cc(Br)ccc1Cl,0
Cc1oc(-c2ccc(C(=O)NCCN(C)C)cc2)nc1CS(=O)(=O)c1ccccc1,-6
CCN(CC)C(=O)Oc1ccc2c(=O)c(Oc3cccc(OC)c3)c(C(F)(F)F)oc2c1,-3
O=c1c2oc3ccccc3c2ncn1Cc1ccc(Br)cc1,-3
CCN1CCC(NC(=O)c2c(Cl)cccc2Cl)CC1,9
# Next section.
SMILES,ROC1-CUL1 inh
O=C(COc1ccccc1F)OCc1cc(=O)n2nc(-c3cccs3)sc2n1,-2
Cc1ccc(-c2cc(C(=O)Oc3ccc(C#N)cc3)no2)cc1C,-5
COc1cccc(NC(=O)Cc2csc(COc3cccc(C)c3)n2)c1,-4
CCC1CCCCN1C(=O)COc1cccc(Cl)c1Cl (stereo unspecified),1
CCc1cccc2c(C#N)cn(CC(N)=O)c12,-2
C=CCS(=O)(=O)N1CCC(C2CCN(CCc3ccccc3)C2)CC1 (stereo unspecified),2
CCSc1nc2c(c(=O)n1Cc1ccccc1)C(C)(C)Cc1ccccc1-2,1
COc1ccc(C2(c3ccc4ccccc4n3)C(=O)c3ccccc3C2=O)cc1,-2
O=C(O)c1ncccc1SC(c1ccccc1)(c1ccccc1)c1ccccc1,5
FC(F)(F)c1ccccc1CN1CCCC(N2CCCC2)C1 (stereo unspecified),9
Cc1ccc(C2=N/C(=C\c3ccc(Br)s3)C(=O)O2)cc1,-1
CCOC(=O)COc1ccc(C)cc1C(=O)c1ccn2nc(-c3ccc(C)cc3)cc2n1,-2
COC(=O)c1ccccc1OC(=O)C(C)c1ccc(CC(C)C)cc1 (stereo unspecified),-7
CCc1ccc(CN2CCC(n3cc(CO)nn3)CC2)nc1,3
COc1cc(N2C(=O)CSC23C(=O)N(C)c2ccccc23)cc(OC)c1OC (stereo unspecified),-5
CCOc1ccc(C(=O)CSc2nnc3cc(C)c4ccccc4n23)cc1,0
Cn1c(N)nc(=O)c2nccnc21,-6
Cc1ccccc1C(=O)NCC(=O)c1ccccc1,1
COc1ccc(Cl)cc1NC(=O)CN(C1CCCCC1)S(C)(=O)=O,-7
CCOc1ccccc1NC(=O)CSc1nc2c([nH]c3ccccc32)c(=O)n1-c1ccccc1,0
CN1CCN(S(=O)(=O)c2ccc(NC(=O)C3CC3)cc2)CC1,-4&3
Cc1ccc(F)cc1NC(=O)c1sc2nc3c(cc2c1N)CN(C)CC3,-6
CCC(C)NS(=O)(=O)c1c(C)cc(C)cc1C (stereo unspecified),4
CCCc1cc(C(=O)N/N=C/c2cccn2C)cs1,-7
Cc1ccc(-c2noc(CNC(=O)c3ccccc3)n2)cc1,-3

# 18 consecutive records out of the list so far, quoted:
SMILES,ROC1-CUL1 inh
COc1ccc(C2(c3ccc4ccccc4n3)C(=O)c3ccccc3C2=O)cc1,-2
O=C(O)c1ncccc1SC(c1ccccc1)(c1ccccc1)c1ccccc1,5
FC(F)(F)c1ccccc1CN1CCCC(N2CCCC2)C1 (stereo unspecified),9
Cc1ccc(C2=N/C(=C\c3ccc(Br)s3)C(=O)O2)cc1,-1
CCOC(=O)COc1ccc(C)cc1C(=O)c1ccn2nc(-c3ccc(C)cc3)cc2n1,-2
COC(=O)c1ccccc1OC(=O)C(C)c1ccc(CC(C)C)cc1 (stereo unspecified),-7
CCc1ccc(CN2CCC(n3cc(CO)nn3)CC2)nc1,3
COc1cc(N2C(=O)CSC23C(=O)N(C)c2ccccc23)cc(OC)c1OC (stereo unspecified),-5
CCOc1ccc(C(=O)CSc2nnc3cc(C)c4ccccc4n23)cc1,0
Cn1c(N)nc(=O)c2nccnc21,-6
Cc1ccccc1C(=O)NCC(=O)c1ccccc1,1
COc1ccc(Cl)cc1NC(=O)CN(C1CCCCC1)S(C)(=O)=O,-7
CCOc1ccccc1NC(=O)CSc1nc2c([nH]c3ccccc32)c(=O)n1-c1ccccc1,0
CN1CCN(S(=O)(=O)c2ccc(NC(=O)C3CC3)cc2)CC1,-4&3
Cc1ccc(F)cc1NC(=O)c1sc2nc3c(cc2c1N)CN(C)CC3,-6
CCC(C)NS(=O)(=O)c1c(C)cc(C)cc1C (stereo unspecified),4
CCCc1cc(C(=O)N/N=C/c2cccn2C)cs1,-7
Cc1ccc(-c2noc(CNC(=O)c3ccccc3)n2)cc1,-3

# New compounds follow.
SMILES,ROC1-CUL1 inh
COC(=O)c1cccc(-c2ccc(C=C3C(=O)OC(c4ccccc4)OC3=O)o2)c1 (stereo unspecified),2
COc1ccc(C(=O)COC(=O)C2CCC(N3C(=O)C4C5C=CC(C6CC56)C4C3=O)CC2)cc1 (stereo unspecified),1
COc1ccc(S(=O)(=O)N2CCN(c3ccccc3)CC2)cc1C(N)=O,-3
Cc1ccc(CCC(=O)N2CCN(c3cc(Cl)ccc3C)CC2)cc1,-3
Cc1ccc(Cl)cc1N1CCN(C(=O)NC2CCCC2)CC1,-3
CCCc1nnc2sc(-c3cccc(F)c3)nn12,3
COc1cc2c(cc1OC)C(COc1ccc3c(C)cc(=O)oc3c1)N(C(=O)c1ccccc1C)CC2 (stereo unspecified),5
Cc1ccc(S(=O)(=O)NCC(=O)NC2CCCCCC2)cc1,3
CCC(C)NC(=O)c1cn(CC)c2ccc(S(=O)(=O)N3CCc4ccccc4C3)cc2c1=O (stereo unspecified),-2
CCOC(=O)N1CCC(NC(=O)c2ccc3c(c2)N(Cc2ccccc2)C(=O)c2ccccc2S3(=O)=O)CC1,6
CC(C)N(CCN1CCN(C(=O)c2cccs2)CC1)C(C)C,10
COc1cc(SC)ccc1C(=O)Nc1nnc(CC(C)(C)C)s1,12
CC1=C(C)CC(C(=O)OC2CC(C)CCC2C(C)C)(c2ccccc2)S(=O)C1 (stereo unspecified),-6
Cc1ccc(N=CC2C(=O)NC(=O)NC2=O)cc1CN1C(=O)c2ccccc2C1=O,8
CC(C)Cc1nc2cc(NS(=O)(=O)N(C)C)cc(C(=O)NCCCOc3cccnc3)c2n1C,6
CCC(O)c1nc2ccccc2n1Cc1cccc(Cl)c1 (stereo unspecified),0
O=C(c1ccc2c(c1)N(Cc1ccc(F)cc1)C(=O)c1ccccc1S2(=O)=O)N1CCC(Cc2ccccc2)CC1,6
COC(=O)[C@@H]1CCCN1C(=O)c1c(OC)cc(=O)n2c1CCN(C(=O)C#Cc1ccccc1)CC2,-15
CC(=O)N1CCc2ccc(S(=O)(=O)N3CCN(c4ccc(F)cc4)CC3)cc21,-7
O=c1c(-c2ccccc2)c1-c1ccccc1,0
CCOC(=O)C1CCN(C(=O)c2cc3sc(C)cc3n2C)CC1,-4
NN1C(=O)C(Cc2ccccc2)NC1=S (stereo unspecified),2
O=C(N=C(Cc1cccc(Br)c1)C(=O)N1CCCCC1)c1ccco1,1
COc1ccc(-c2csc3nc(SCC(=O)Nc4ccc5ccccc5c4)n(-c4ccccc4)c(=O)c23)cc1,4
O=C(Nc1ccc2nc(SCC(=O)N3CCOCC3)sc2c1)c1ccc(F)cc1,-8
# More records
SMILES,ROC1-CUL1 inh
COc1ccc(NC(=O)CSc2nc(-c3ccc(F)cc3)[nH]c2-c2ccc(C)cc2)cc1OC,2
FC(F)(F)C1(C(F)(F)F)N=C(c2ccccc2)NC(c2ccccc2)=N1,-17
C=CCOc1cccc(-n2c(C)cn3c4c(=O)n(C)c(=O)n(C)c4nc23)c1,-12
O=[N+]([O-])c1ccsc1/C=C/c1cccs1,-1
O=C(Nc1ccc(Cl)c(Cl)c1)c1ccccc1NC(=O)C1CC=CCC1C(=O)O (stereo unspecified),6
Cc1nc2ccccc2n(CCCCn2c(=O)c(C)nc3ccccc32)c1=O,5
COc1ccccc1Oc1ccc2c(c1)C(=O)N(c1nc(-c3ccccc3)cs1)C2=O,0
c1cncc(CN2CCc3[nH]nc(-c4ccc5c(c4)OCO5)c3C2)c1,7
CC1(C)CCC2=C(C1)N(c1ccccc1)C(=O)CC2=O,4
O=[N+]([O-])c1ccccc1C=Nc1ccc(Br)c(Cl)c1,-1
Cc1ccc(-n2c(=O)c3cccnc3n2CC(=O)Nc2cc(Cl)ccc2C)cc1,-4
CCCCc1ccc(NC(=S)NCC(OC)OC)cc1,-1
CCCCc1ccc(NC(=O)C(C)NS(=O)(=O)c2ccc(Br)cc2)cc1 (stereo unspecified),-15
CO[C@H]1[C@H](NC(=O)c2ccccn2)c2ccccc2C12CCN(C(=O)C#Cc1ccccc1)CC2,2
COc1cc(OC)c(NC(=O)CCS(=O)(=O)c2ccc3c(c2)oc(=O)n3C)cc1Cl,-10
CCc1ccc(N=C2S/C(=C\C=C\c3ccccc3)C(=O)N2c2ccc(CC)cc2)cc1,-10
CCN(CC)S(=O)(=O)c1ccc2c(c1)c(=O)c(C(=O)N1CCN(c3ccc(OC)cc3)CC1)cn2C,-2
C=C(C)COc1ccc2c(=O)c(Oc3ccc(C(=O)OCC)cc3)coc2c1,-2
COc1ccc(-c2nc(CN3C[C@@H](C)O[C@@H](C)C3)c(C)o2)c(F)c1,1
Fc1ccc(CNCC2CCNCC2)cc1,6
C#Cc1cccc(C(=O)N2CCC3(CC2)c2ccccc2[C@@H](NC(=O)COc2ccccc2)[C@@H]3OC)c1,-3
CCC(C)C(=O)NCc1ccc(C)cc1 (stereo unspecified),6
COc1cccc(/C=C2/C(=O)NC(=O)N(c3cc(C)cc(C)c3)C2=O)c1O,12
CC(C)n1cc(/C=C2/SC(=O)N(CC(=O)Nc3ccc(F)cc3)C2=O)c2ccccc21,-4
CC(C)(C)c1ccc(C(=O)NC(N2CCCCCC2)C(Cl)(Cl)Cl)cc1 (stereo unspecified),2
CCN(Cc1ccncc1)C(=O)c1cc(Cn2c(C)nc3ccccc32)[nH]n1,1
COc1ccccc1C1NC(=O)N=C2c3ccccc3CCC21 (stereo unspecified),4
COc1ccc(CCNC(=O)CCn2c(=O)c3ccccc3n(Cc3ccccc3C)c2=O)cc1OC,-1
COc1ccc(N(CC(=O)N2CCOCC2)S(C)(=O)=O)c(OC)c1,-11
COc1ccc(OC)c(-n2c(-c3ccc4ccccc4n3)n[nH]c2=S)c1,2

# This is a subset (hit frequency here may not be typical).
